# Bioassay records deposited in PubChem by The Scripps Research Institute Molecular Screening Center.
# TbREL1 inh: TbREL1 inhibition, primary screen | 89,000 tested, 0.49% active | inhibition, % at 9.66 µM | TbREL1 RNA ligation, FRET fluorescence | AID 1117264;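 active = inhibition above the mean inhibition across all screened compounds plus 3 SD, cut at about 11% in these data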;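 note: 0% = plate median of test wells and 100% = NSC42067 control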
# Target sequence (P86926 whole entry, looked up): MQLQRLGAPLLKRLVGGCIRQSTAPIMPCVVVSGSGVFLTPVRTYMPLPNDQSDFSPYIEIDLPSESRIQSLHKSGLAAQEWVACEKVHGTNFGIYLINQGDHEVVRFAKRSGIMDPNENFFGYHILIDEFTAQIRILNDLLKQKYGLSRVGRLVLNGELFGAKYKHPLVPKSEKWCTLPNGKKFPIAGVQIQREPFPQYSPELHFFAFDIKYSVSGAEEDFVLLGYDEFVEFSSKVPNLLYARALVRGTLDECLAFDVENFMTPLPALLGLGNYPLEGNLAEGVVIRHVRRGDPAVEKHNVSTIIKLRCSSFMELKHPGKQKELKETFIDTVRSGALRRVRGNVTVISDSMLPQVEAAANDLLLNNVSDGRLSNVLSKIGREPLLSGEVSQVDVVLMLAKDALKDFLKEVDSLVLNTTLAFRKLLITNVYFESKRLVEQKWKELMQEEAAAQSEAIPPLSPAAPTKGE
# * = called active by the depositor.
SMILES,TbREL1 inh
CC(C)CC1NC(=O)c2ccc(Cl)cc2-n2c1nc1ccc(F)cc1c2=O (stereo unspecified),0.1
Cc1cc(C)nc(NC2=NCC(=O)N2c2ccc3c(c2)OCCO3)n1,-1.0
COc1ccc(-n2nnnc2C(c2cccc(OC)c2OC)N2CCN(C/C=C/c3ccccc3)CC2)cc1 (stereo unspecified),-3.8
Cc1cc(C)cc(-n2c(C)cc(/C=N/NC(=O)CN(c3c(C)cccc3C)S(C)(=O)=O)c2C)c1,-5.2
CC(C)CNC(=O)OCc1cn(Cc2cccc(Cl)c2)nn1,2.9
O=C(O)c1ccc(CSc2nc3c(c(=O)[nH]2)CCC3)cc1,-1.2
S=c1[nH]nc(-c2ccco2)n1/N=C/c1ccc(Cl)c(Cl)c1,-6.5
O=C(Nc1ccc(S(=O)(=O)N2CCCC2)cc1)c1cccs1,-0.3
CCOC(=S)SCC(=O)Nc1nccs1,2.0
C[C@H]1CN([C@@H](C)CO)C(=O)c2cc(Br)cnc2O[C@H]1CN(C)S(=O)(=O)c1ccccc1F,1.4
ONC(=Nc1ccc(Cl)cc1)c1ccccc1,1.3
COc1cc(F)c(S(=O)(=O)N2CCCN(S(=O)(=O)c3cccc(N)c3)CC2)c(F)c1,-4.7
COCCn1c(SCc2nc3cc(OC)c(OC)cc3c(=O)[nH]2)nnc1-c1ccncc1,-1.6
Cc1ccc(C2=CSC3=NS(=O)(=O)CCN23)cc1C,-1.3
O=C(OCC(=O)N1CCN(C(=O)c2ccco2)CC1)c1cc(=O)c2ccccc2o1,0.0
CC(C)(C)C(=O)NC(=S)NCc1ccccc1,-5.0
NCCCCCNC(=O)c1nc[nH]c1C(=O)NCC(=O)OCc1ccccc1,2.4
CCOC(=O)C1=C(C)NC(=O)NC1c1cn(-c2ccccc2)nc1-c1cccs1 (stereo unspecified),-2.6
CCOCCCNS(=O)(=O)c1ccc(NC(=O)c2ccc(OC)c([N+](=O)[O-])c2)cc1,1.5
CCCCc1nnc(NC(=O)C(C)Sc2nc(C)cc(=O)[nH]2)s1 (stereo unspecified),8.6
O=C(C[n+]1ccc2ccccc2c1)c1ccccc1,1.1
CN(C)c1ccc(-c2cc([C@H]3[C@@H]4C=CCC[C@@]4(C)C(=O)N3Cc3ccccc3)ccc2F)cc1,-2.1
CC(C)(C)NCC1(CO)SC(N)=NC1=O (stereo unspecified),-1.9
COc1cccc(CNC(=O)CN2C(=O)CSc3ccc(S(=O)(=O)N4CCCC4)cc32)c1,0.0
CC(C)C#Cc1cnc2c(c1)C(=O)N([C@H](C)CO)C[C@@H](C)[C@H](CN(C)C(=O)Nc1ccccc1F)O2,6.9

# Reprinted from the part before: 3 compounds; new compounds follow.
SMILES,TbREL1 inh
CC(C)(C)NCC1(CO)SC(N)=NC1=O (stereo unspecified),-1.9
COc1cccc(CNC(=O)CN2C(=O)CSc3ccc(S(=O)(=O)N4CCCC4)cc32)c1,0.0
CC(C)C#Cc1cnc2c(c1)C(=O)N([C@H](C)CO)C[C@@H](C)[C@H](CN(C)C(=O)Nc1ccccc1F)O2,6.9
CCCC(=O)Nc1nnc(SCC)s1,2.7
O=C1Cc2ccccc2C(=O)N1Cc1ccccc1,0.6
COc1ccc(Cl)cc1NC(=O)C(C)Sc1nnc(C2CC2)n1C1CC1 (stereo unspecified),-1.2
COc1ccc(N2C(=O)C(CC(N)=O)N(NC(=O)CCc3ccccc3)C2=O)cc1 (stereo unspecified),9.6
COc1cc(C#Cc2c(-c3cncn3C)n(C)c3ccc(Br)cc23)cc(OC)c1,3.9
Cc1ccc(Cl)c(OCC(=O)NCc2ccco2)c1,1.9
C[C@@H]1CN([C@@H](C)CO)C(=O)c2cc(Br)cnc2O[C@@H]1CN(C)S(C)(=O)=O,0.0
CC(=O)C[C@H]1c2ccccc2S(=O)(=O)N1C1CCCCC1,-3.9
Cc1c(NC(=O)C(C)Sc2ccc3ccccc3n2)c(=O)n(-c2ccccc2)n1C (stereo unspecified),1.9
COC(=O)[C@]12C[C@H](CC(=O)N3CCN(C(=O)C4CC4)CC3)C(=O)N(Cc3ccc(Cl)cc3Cl)C1=C[C@H](COCc1ccccc1)O[C@@H]2C,5.0
Cc1nn2c(=O)c(NC(=O)c3ccc(Cl)cc3)cnc2s1,6.7
Oc1ccc2oc3c(c2c1/C=N/n1cnnc1)CCCC3,-0.9
CCN(Cc1ccncc1)C(=O)c1ccco1,-0.4
Cc1cccc(N2C(=O)/C(=C/c3ccccn3)SC2=S)c1,-1.1
Cc1nnsc1C(=O)N1CCN(c2cc(C(F)(F)F)ccn2)CC1,2.1
O=C(NCC1CCCO1)c1onc(CSc2ccccc2F)c1C(=O)O (stereo unspecified),1.0
O=C1C=C(O)c2cccc3cccc1c23,2.8
CC(C)(C(=O)N1CCC1(C)C(=O)NS(=O)(=O)c1cccc(Cl)c1)c1ccccc1 (stereo unspecified),-1.3
Cc1ccc(-c2ccc(C(=O)O)c(C)n2)cc1,1.3
CCN(CC)C(=O)CSc1nnc(-c2c[nH]c3ccccc23)o1,0.9
CCOC(=O)Cc1csc(SCC(=O)Nc2cccc(Cl)c2)n1,6.4
Cc1ccc(C(=O)NCCc2nnc3ccc(SCC(=O)NCc4ccc(F)cc4)nn23)cc1,1.2
CN(C)S(=O)(=O)c1cccc(NC(=O)c2cc([N+](=O)[O-])ccc2N2CCCCC2)c1,0.6
CC(Sc1nc2ccccc2n1C)C(=O)NC(c1ccccc1)c1ccccc1 (stereo unspecified),-0.6
O=C(NC1=NCCS1)c1ccccc1F,-1.1

# (listing goes on)
SMILES,TbREL1 inh
CCCn1nnc(NC(=O)COc2cc(C)ccc2C(C)C)n1,-0.9
CCC(=O)N1CCN(c2ccc(NC(=O)COc3ccc(C)cc3C)cc2)CC1,-2.9
COc1cccc(CN(C)CCCn2ccc(NC(=O)OCc3ccccc3)nc2=O)c1,6.3
CC(C)CC1NC(=O)N(CC(=O)NC2CCCc3ccccc32)C1=O (stereo unspecified),-2.5
Cc1ccnc(NC(=O)c2cc(S(=O)(=O)NCc3ccccc3)ccc2C)c1,1.4
Cc1ccc(Cl)c(OCC(O)CN(CCO)CCO)c1 (stereo unspecified),4.1
COC(=O)C(C)Sc1ccc2nnc(CCNS(=O)(=O)c3ccc(C)cc3)n2n1 (stereo unspecified),-0.7
CC(O)[C@H]1CN=C(N)N1CC(C)(C)C (stereo partly specified),3.0
COc1ccc(-c2nnc(NC(=O)CSc3ccc(Cl)cc3)s2)cc1OC,-0.3
CC(=O)N1CCN(CC(=O)Nc2ccc(SC(F)F)cc2)CC1,-1.3
O=C(/C=C/c1ccccc1)OCc1cncs1,0.9
Cc1ccc(C)c(NC(=O)CN(C)C(=O)c2nn(C)c(=O)c3ccccc23)c1,-0.5
CCCn1c(N)c(C(=O)CSc2nnc3ccccn23)c(=O)n(C)c1=O,1.9
Cc1cccc(Cn2cc(COC(=O)NCCc3c[nH]c4ccccc34)nn2)c1,-5.7
CCCC(=O)C1=C(O)C(C(=O)OC)C(C)(C)CC1=NCCc1ccc(OC)c(OC)c1 (stereo unspecified),-1.2
O=S(=O)(c1cccc(-c2nnc(-c3cccnc3)o2)c1)N1CCCCC1,0.3
Cc1ccccc1C(=O)OCC(=O)Nc1cccc(S(=O)(=O)NC2=NCCC2)c1,0.3
Cc1cc(C)c(NC(=O)CNC(=O)COC(=O)CNC(=O)c2ccc(Cl)cc2Cl)c(C)c1,-3.2
O=C(CCCn1ncn2c(cc3occc32)c1=O)N1CCc2ccccc2C1,-1.9
Cc1ccc(S(=O)(=O)N2CCC(=O)N(C(COCc3cccc(C)c3)Cc3ccccc3)CC2)cc1 (stereo unspecified),-0.9
CCOC(=O)c1ccc(NC(=O)CC2Sc3ncnn3C2=O)cc1 (stereo unspecified),0.6
CCC[N+](CC#Cc1ccccc1)(CCC)CC(=O)c1ccc(Cl)cc1,3.3
O=C(CN1C(=O)NC2(CCCC2)C1=O)NCc1ccc(Cl)cc1,-0.8
CCNC(=S)N(CCc1c(C)[nH]c2ccc(C)cc12)Cc1ccco1,-4.6
C=C1CCN([C@@H](C)C(=O)OCc2ccc(C)cc2)S(=O)(=O)c2ccccc21,2.0

# Next section:
SMILES,TbREL1 inh
O=C(N/N=C/c1ccncc1)c1cccc(S(=O)(=O)N2CCCC2)c1,0.7
O=C(NCc1ccccc1)C(c1cccc2ccccc12)n1c(=O)c(-c2ccccc2)nc2ccccc21 (stereo unspecified),2.1
C[C@@H](CSc1ccccc1)CN1CC[C@H](C(C)(C)C)CCC1=O,1.4
CC1CCCCC1NC(=O)C1CCC(CNc2c(N3CCCCC3)c(=O)c2=O)CC1 (stereo unspecified),-1.2
COC(=O)[C@]12C[C@H](CC(=O)NCCCCc3ccccc3)C(=O)N(Cc3ccco3)C1=C[C@H](C1CCCC1)O[C@@H]2C,-3.1
N=c1oc2ccccc2cc1C(=O)Nc1ccccc1,-1.0
CC(C)C[C@H](NC(=O)N1CCN(c2ccccc2)CC1)C(=O)O,0.8
COc1ccccc1-c1nnc(SC(C)C(=O)NCC2CCCO2)n1C (stereo unspecified),1.5
Cc1cc(O)ccc1-c1ccc2nncn2c1,3.6
C[C@@H]1CCN(C2CC2)S(=O)(=O)c2c(cccc2N2CCC[C@H]2C)O1,3.2
O=C(NCc1ccc2c(c1)OCO2)c1ccc(N2CCCCCC2)c([N+](=O)[O-])c1,1.4
COc1ccc(-c2cn(Cc3ccc(C(N)=O)cc3)c(-c3ccc(Cl)nc3)n2)cc1,-1.2
O=C(c1c(F)cccc1F)N1CCN(c2ncccn2)CC1,1.6
Cc1cccc(CN2CCN(C(=O)CCl)CC2)c1,1.6
CC(=O)Nc1ccc(N(CC(=O)NC2CCCC2)C(=O)CCC(=O)Nc2cc(C)on2)cc1,-0.8
CCNC(=S)NNC(=O)C1CCCCC1,4.4
O=C1CCCC2=C1C(c1ccncc1)c1c(nc(SCc3ccccc3)[nH]c1=O)N2 (stereo unspecified),-0.1
CC1(NC(=O)Nc2ccccc2)CCS(=O)(=O)C1 (stereo unspecified),-0.5
Cc1sc2nc(-c3ccccc3F)oc(=O)c2c1C,0.0
COC(=O)CSc1nnc(-c2ccc(S(=O)(=O)N3CCCC3)cc2)o1,-1.6
O=C(/C=C/c1ccccc1)NC1CC2CCC1C2 (stereo unspecified),1.7
O=C(CN1C(=O)NC2(CCCCC2)C1=O)Nc1ccc(F)cc1,-0.6
COc1ccc(C2CC(=O)C(C3NCCc4ccccc43)=C(O)C2n2cncn2)cc1 (stereo unspecified),-2.5
Cc1ccc(Cl)cc1NC(=O)c1cnn2c1NC(c1ccco1)CC2C(F)(F)F (stereo unspecified),0.6
Clc1ccc(C2[C@H]3CN(Cc4cccnc4)[C@H](c4ccccc4)C34CC2(c2ccccc2)C4)cn1 (stereo partly specified),1.3

# Taken from above, 6 compounds:
SMILES,TbREL1 inh
O=C(OCC(=O)N1CCN(C(=O)c2ccco2)CC1)c1cc(=O)c2ccccc2o1,0.0
CC(C)(C)C(=O)NC(=S)NCc1ccccc1,-5.0
NCCCCCNC(=O)c1nc[nH]c1C(=O)NCC(=O)OCc1ccccc1,2.4
CCOC(=O)C1=C(C)NC(=O)NC1c1cn(-c2ccccc2)nc1-c1cccs1 (stereo unspecified),-2.6
CCOCCCNS(=O)(=O)c1ccc(NC(=O)c2ccc(OC)c([N+](=O)[O-])c2)cc1,1.5
CCCCc1nnc(NC(=O)C(C)Sc2nc(C)cc(=O)[nH]2)s1 (stereo unspecified),8.6

# Structures from the list above that have a CF3 group (two):
SMILES,TbREL1 inh
Cc1nnsc1C(=O)N1CCN(c2cc(C(F)(F)F)ccn2)CC1,2.1
Cc1ccc(Cl)cc1NC(=O)c1cnn2c1NC(c1ccco1)CC2C(F)(F)F (stereo unspecified),0.6

# New compounds follow:
SMILES,TbREL1 inh
CC(C)c1ccc(NC(=S)NNC(=O)C2CC2)cc1,-2.9
CCOC(=O)c1c(NC(C)=O)sc2c(O)c(Br)ccc12,-6.5
CCCCn1c(=O)c(CCC(=O)OCC(=O)Nc2ccc(F)c(Cl)c2)nc2ccccc21,-3.6
CN(c1cccc(Cl)c1)S(=O)(=O)c1cccc(C(=O)NN2CCOCC2)c1,-0.7
Cc1ccc2c(CN3CCCc4ccccc43)cc(=O)oc2c1C,1.8
CC(C)=CCSc1nnc(CCNC(=O)OC(C)(C)C)o1,-2.9
Cc1cccc(N2C(=O)CCC2=O)n1,-1.1
Cc1ccc(SCC(=O)N2CCN(c3ccc(F)cc3)CC2)cc1,-2.9
COc1ccc(-c2csc(NC(C)c3nc4cc(Cl)c(N5CCCCC5)cc4n3CCCO)n2)cc1 (stereo unspecified),-2.7
Cc1ccccc1NC(=O)CSCC(=O)Nc1ccccc1C,4.0
CCCNC(=O)c1onc(CSc2ccc(Cl)cc2)c1C(=O)NCCC(C)C,2.2
CCN(CC)CCN1C(=O)C(=O)/C(=C(/O)c2ccc(OC(C)C)cc2)C1c1cccs1 (stereo unspecified),0.3
CCOC(=O)N1CCN(C(=O)c2cc3c(-c4ccc(Cl)cc4)nn(C)c3s2)CC1,-1.6
O=C(Cc1ccccc1)Nc1ccc(S(=O)(=O)N2CCCC2)cc1,-0.9
C/C(=N/NC(=O)CN1CCN(S(=O)(=O)c2ccc(C)cc2)CC1)c1cccc(O)c1,4.5
Cc1ccc(S(=O)(=O)N2[C@@H](c3cccc(Cl)c3)C(C(=O)O)=CC[C@H]2c2ccc(Cl)cc2)cc1,2.0
CCn1c(C)cc(/C=C2\SC(=O)N(CC(=O)Nc3ccc(C)c(C)c3)C2=O)c1C,-7.9
O=C(N/N=C/c1ccc(Cl)cc1Cl)Nc1ccccc1,1.2
Cc1ccc(C)c(OCC(=O)OCc2csc(CC(=O)Nc3ccccc3C)n2)c1,4.2
Clc1ccc(Cc2ccccn2)cc1,3.9
CC(C)(C)c1ccc(OCC(=O)Nc2ccncc2)cc1,2.8
CCC(C)NC(=O)c1ccc(NC(=O)CC2SC(N3CCCC3)=NC2=O)cc1 (stereo unspecified),-1.9
Cc1c(Cl)cccc1NC(=O)C1CC2CCC1C2 (stereo unspecified),2.2
CC1CCC(NC(=O)CC2Oc3ccccc3NC2=O)CC1 (stereo unspecified),4.7
CSc1nc(C)c(CCO)c(=O)[nH]1,-3.1
O=C(NCCN1CCOCC1)c1cccc2c1C(=O)c1ccc(N3CCCC3)cc1S2(=O)=O,-9.9
COc1ccc(-c2csc(NC(=O)C3CC(=O)N(Cc4ccccc4)C3)n2)cc1OC (stereo unspecified),-1.9
COc1ccnc(Oc2cc(Cl)cc(Cl)c2)c1C#N,-1.7
COCCn1c(SCC(=O)c2ccc(F)cc2)nnc1C(C)C,-0.1

# These rows are one share of the data; the hit share may differ from the screen's.
